# Assay outcomes: PubChem BioAssay, several laboratories
# ADAM17 inh: ADAM17 inhibition, QFRET primary screen | inhibition, % at 6.95 µM | hit rate 0.83% among 370,000 | recombinant ADAM17, EDANS/DABCYL FRET peptide cleavage;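 active means inhibition above the mean of compounds lying between control limits plus 3 SD, set per campaign, cut at about 8.5% in these data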;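 further: 0% = DMSO-only wells as the low control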
# Target sequence (P78536 215-824 limits assumed): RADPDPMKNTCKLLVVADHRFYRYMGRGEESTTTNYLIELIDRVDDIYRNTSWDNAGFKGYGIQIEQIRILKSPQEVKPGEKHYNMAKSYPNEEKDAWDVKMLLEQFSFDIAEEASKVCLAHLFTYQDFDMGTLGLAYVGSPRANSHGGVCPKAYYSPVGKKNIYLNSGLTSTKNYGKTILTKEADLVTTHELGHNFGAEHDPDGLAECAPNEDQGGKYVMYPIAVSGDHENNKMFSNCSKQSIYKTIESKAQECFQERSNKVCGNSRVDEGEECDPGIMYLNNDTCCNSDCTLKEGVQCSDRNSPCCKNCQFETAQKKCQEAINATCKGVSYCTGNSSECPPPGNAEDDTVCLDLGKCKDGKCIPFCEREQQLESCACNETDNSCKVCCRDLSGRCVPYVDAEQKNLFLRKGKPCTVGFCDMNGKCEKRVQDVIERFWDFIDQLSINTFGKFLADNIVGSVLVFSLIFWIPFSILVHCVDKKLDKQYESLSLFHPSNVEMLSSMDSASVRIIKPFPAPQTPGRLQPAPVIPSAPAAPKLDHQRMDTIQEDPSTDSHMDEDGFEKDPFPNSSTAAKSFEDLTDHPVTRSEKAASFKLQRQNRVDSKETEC
# ssDAF-12 act: S. stercoralis DAF-12 activation, primary screen; hit rate 1% among 370,000; HEK293 ssDAF-12/GRIP1 lit1-tk-luc reporter, luminescence; % of 3 µM dafachronic acid response; activation, % at 6.8 µM; AID 652126;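 active means activation above the mean over all tested compounds plus 3 SD, cut at about 0.9% in these data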;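 further: 0% = DMSO-only wells and 100% = 3 µM delta7-dafachronic acid wells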
# NPR1 activator: GC-A (human) enzyme activation; P16066; HEK293 GC-A cells, cGMP TR-FRET, EC30 ANP; 0% at EC30 ANP, 100% saturating ANP; activation, % at 10 µM; hit rate 0.14% among 370,000; AID 1671463; in the data active means activation above about 40%
# PG9 Ab binder: small molecules binding HIV-1 gp120 antibody PG9. TR-FRET gp120-PG9 antibody binding. inhibition, % at 6.7 µM. hit rate 0.43% among 360,000. AID 624416; in the data active means inhibition above about 8.5%
# DAX1 inh-1: inhibitors of DAX1 repression of SF-1 activated StAR promoter; inhibition, % at 6.8 µM; AID 652010; HEK293T StAR-luciferase reporter, SF-1/DAX-1 repression relief; hit rate 1.1% among 370,000;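 active means inhibition above the mean over all tested compounds plus 3 SD, cut at about 3.6% in these data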;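 further: 0% = DAX-1 cells with DMSO and 100% = cells lacking DAX-1 with DMSO; higher inhibition means more luminescence from relief of DAX-1 repression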
# hgDAF12 agonist: agonists of H. glycines DAF-12 nuclear receptor | activation, % at 6.8 µM | hit rate 1.8% among 370,000 | HEK293 GAL4-hgDAF12 UAS-luciferase reporter, agonist luminescence; normalized to butyrate control;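 active means activation above a cutoff set at the mean of all screened compounds plus 3 SD, cut at about 10% in these data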;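 further: 0% = DMSO wells and 100% = sodium butyrate wells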
# SMARCA2 activ: increases SMARCA2 function in MMTV reporter cells | MG213 cells, MMTV-luciferase reporter, dexamethasone, overnight | AID 652017 | hit rate 1% among 370,000 | activation, % at 9.1 µM; in the data active means activation above about 7.8%;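 further: 0% = vehicle wells and 100% = reference activator wells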
# ADAM10 inh: ADAM10 inhibition, QFRET primary screen; O14672; recombinant ADAM10, EDANS/DABCYL FRET peptide cleavage, 3 h; inhibition, % at 7 µM; hit rate 0.62% among 370,000; AID 720582;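 active means inhibition above a per-campaign cutoff equal to the mean of compounds falling between control-based bounds plus 3 SD, cut at about 20% in these data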;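 further: 0% = DMSO wells while the 100% control is not disclosed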
# hcDAF12 agonist: activates DAF-12 receptor from parasite H. contortus; HEK293 hcDAF-12 lit1-tk-luc reporter, luminescence; 0% DMSO, 100% Δ7-dafachronic acid; hit rate 1.4% among 370,000; activation, % at 6.8 µM;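 active means activation above the mean of all tested compounds plus 3 SD, cut at about 5.5% in these data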;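 further: 100% = response to 3 µM Δ7-dafachronic acid high control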
# GAA850 FXN act: increases GAA850 frataxin promoter reporter activity. HEK293 lucGAA850 FXN promoter luciferase reporter, 24 h; percent of 10 µM SAHA response. hit rate 0.56% among 360,000. activation, % at 6 µM. AID 540364;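 active means activation above the average of all compounds screened plus 3 SD, cutoff fixed separately per campaign, cut at about 7.5% in these data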;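 further: 0% = DMSO wells and 100% = 10 µM SAHA wells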
# DAX1 inh-2: inhibitors of human orphan nuclear receptor DAX1 (NR0B1) | P51843 | HEK293 Gal4-DAX1 luciferase reporter, luminescence | inhibition, % at 6.75 µM | hit rate 0.99% among 340,000 | AID 504766;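 active means inhibition above the mean over all tested compounds plus 3 SD, cut at about 4.2% in these data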;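 further: 0% = DAX1-transfected cells with DMSO and 100% = empty-vector control cells with DMSO; inhibition shows as a rise in luminescence from relieved DAX1 repression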
# Target sequence (P51843 207-470 limits assumed): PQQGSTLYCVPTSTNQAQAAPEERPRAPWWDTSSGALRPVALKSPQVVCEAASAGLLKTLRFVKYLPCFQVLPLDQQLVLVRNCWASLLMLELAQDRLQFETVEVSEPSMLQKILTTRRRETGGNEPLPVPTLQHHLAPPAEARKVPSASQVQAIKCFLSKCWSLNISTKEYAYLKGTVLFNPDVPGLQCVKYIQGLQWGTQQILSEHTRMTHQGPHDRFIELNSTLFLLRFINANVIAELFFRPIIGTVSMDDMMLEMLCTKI
# Starred values were filed as active, the others as inactive; . = no result given.
compound	ADAM17 inh	ssDAF-12 act	NPR1 activator	PG9 Ab binder	DAX1 inh-1	hgDAF12 agonist	SMARCA2 activ	ADAM10 inh	hcDAF12 agonist	GAA850 FXN act	DAX1 inh-2
COc1cccc(NC(=O)CSc2nnc(Cc3cccn3C)n2-c2ccc(F)cc2)c1	1	-1.1	-6	1.4	-1.4	-3.3	-3	-18	-2.6	-3.8	1.5
Cc1cc(C)n(-c2ccc(Oc3ccccc3)c(S(=O)(=O)O)c2)n1	-6	-1.6	3	-0.4	-0.4	-2.0	-4	-5	0.2	-0.5	1.0
C(=NOCc1ccccc1)c1cccnc1	0	-0.6	1	2.4	1.8	6.8	1	-22	1.1	5.8	1.3
CCCCNC(=O)C1CCCN1C(=O)Nc1cc(C)cc(C)c1 (stereo not given)	1	-0.6	2	.	1.4	-1.9	-1	-1	0.3	.	.
CCOc1ccccc1NC(=O)NNS(=O)(=O)c1cc(C)ccc1C	-5	-0.9	-6	-1.8	0.2	0.9	0	-2	0.0	-2.2	0.5
C=CCn1c2ccccc2n2nc(C)c(=O)nc12	-57	-0.7	3	0.7	-0.4	1.6	3	-248	-0.5	3.3	-0.7
COC(=O)[C@@]12CCCCC3=C1N(CCC3)C(=O)[C@H]2CC(=O)N1CCN(C(=O)C2CC2)CC1	2	-1.0	2	.	0.3	2.0	-3	-12	-1.2	.	.
Cc1ccc(Cc2c(C)nc3nc(SCC(=O)NCc4ccco4)nn3c2C)cc1	-1	-1.3	-2	-0.1	-2.6	-1.5	0	-6	-0.3	-3.3	-0.5
OCc1nc2ccccc2n1CCCOc1ccc(Br)cc1	3	-1.1	-3	-1.2	0.1	3.6	2	6	0.5	0.3	-0.5
COC(=O)Cc1c(O)ccn(CCc2c[nH]c3ccc(OC)cc23)c1=O	3	-1.6	4	0.6	1.5	5.0	-3	-2	0.0	0.6	-0.4
CN(CCC#N)C(=O)CSc1ncnc2sc(-c3ccccc3)cc12	-4	-1.6	4	-2.4	-0.4	0.2	2	-15	-0.4	4.0	-2.1
Cc1ccc(NC(=O)CN2CCC(Cc3ccccc3)CC2)cc1S(=O)(=O)N(C)C	0	-1.9	1	-0.3	-1.3	4.5	-1	4	-1.6	-1.4	-1.8
CC(/C=C/c1ccccc1)=N\NC(=O)CSc1ccccn1	0	-0.9	0	-1.3	-0.2	1.4	-2	2	1.0	0.8	1.5
Cc1ccc(C)c(Cn2nnc3c(=O)[nH]c(C4CCCN(C(=O)C5CCC5)C4)nc32)c1 (stereo not given)	-1	-1.6	-4	-1.5	-0.8	-1.6	0	-5	-0.2	-1.5	0.4
O=C(COc1ccc2c3c(c(=O)oc2c1)CCCC3)N1C[C@H]2C[C@@H](C1)c1cccc(=O)n1C2	-29	-1.4	2	0.2	-2.5	0.9	0	-120	-1.3	1.3	-1.3
COc1ccc(/C=N\NC(=O)c2ccc(-c3ccccc3)cc2)cc1COC(C)=O	-4	-1.5	2	-2.7	-2.2	-2.5	-3	-8	-1.0	-0.9	-0.8
O=C(CCNC(=O)c1ccc(Cl)cc1)NCCCN1CCOCC1	-4	-0.6	1	0.6	0.3	-1.3	-2	-17	-0.7	-2.1	1.4
Cc1ccc(-n2c(=O)[nH]c3ncccc3c2=O)cc1	-4	-0.6	3	-1.1	0.2	-2.7	-2	-25	0.3	-0.6	0.0
CC(=O)SCC(=O)N=c1sc2cc(F)ccc2n1C	-3	-0.7	-3	-3.2	0.7	-0.1	2	-5	1.8	1.9	1.1
CCc1cc2c(NCCO)ncnc2s1	-44	-0.9	2	-0.9	0.1	2.6	2	-152	-0.7	-2.1	0.1
C=CCc1cc(OC)ccc1OCCN(C)Cc1ccccc1	-4	-1.2	-6	0.6	-0.1	-3.0	-2	2	-1.6	1.1	0.8
O=C(C[C@H]1CC[C@@H](NC(=O)c2ccncc2)[C@@H](CO)O1)NCC1CC1	-3	-0.9	4	-0.4	1.2	0.9	-2	-6	-0.3	.	.
COc1cccc(C(=O)NC(C)C(c2cccs2)N2CCN(C)CC2)c1 (stereo not given)	-1	-1.5	-2	-2.6	-0.1	0.9	7	5	-0.4	0.7	2.5
CCOC(=O)CC1CCCCN1Cc1nc(-c2ccc(F)c(OC)c2)oc1C (stereo not given)	2	-0.7	3	-2.6	0.0	1.6	-3	7	0.4	1.5	-0.1
CCN1CCN(C2=C(NS(=O)(=O)c3ccccc3)C(=O)c3ccccc3C2=O)CC1	2	-1.2	-7	-17	-4.5	-2.7	0	-4	0.9	1.4	-0.5
Cc1cccc(Cl)c1-n1nnnc1C1(C)CSCC(=O)N1Cc1ccc(F)cc1 (stereo not given)	-1	-0.6	-3	.	-0.8	-1.8	1	0	-0.1	.	.
O=C(Cc1c(Cl)cccc1Cl)OCc1ccccn1	-2	-0.6	5	-1.1	0.8	0.0	2	-1	-2.1	4.8	3.8
COCC(=O)NC1CC2CCCC(C1)N2Cc1ccccc1 (stereo not given)	-6	-0.6	2	-1.8	-0.1	-2.8	2	1	1.1	-0.1	-1.7
CCN(CC)c1ccc(NC(=O)C2CCCN(S(=O)(=O)c3cnc[nH]3)C2)c(C)c1 (stereo not given)	-4	-1.0	-2	-5.8	-1.0	0.3	-1	-8	0.5	0.3	0.3
COC(=O)c1cc(C(=O)OCC(=O)N(C)c2ccccc2)cc([N+](=O)[O-])c1	-2	-0.6	-2	0.8	0.2	0.1	-2	-6	-0.9	0.9	-0.9
CC(C)(C)OC(=O)N1Cc2cc3ccccc3nc2C1CO (stereo not given)	-1	-0.9	4	-2.0	-0.5	0.0	-2	-1	-0.4	2.5	1.6
CCCCSc1nnc(-c2ccc(C)cc2)n1C	2	-0.9	.	0.5	0.8	7.0	1	1	1.5	4.0	1.9
O=C1C2CCCCN2C(=O)N1CCCCN1CCN(c2cccc(C(F)(F)F)c2)CC1 (stereo not given)	-10	-1.8	3	-0.8	-0.4	-2.4	-2	-10	-2.0	0.3	1.4
CC1(NC(=O)CN2CCN(c3cnn(-c4ccccc4)c(=O)c3Cl)CC2)CCS(=O)(=O)C1 (stereo not given)	-6	-0.6	2	-0.7	0.8	-1.6	-1	-7	-0.6	-1.1	0.5
O=C(O)Cn1cnc2c(oc3ccccc32)c1=O	2	-0.1	4	-0.7	0.9	-2.0	-3	9	2.8	1.6	-0.1
O=C(CCc1ccccc1)c1c(O)cc(O)cc1O	2	-1.9	12	1.0	-1.7	-1.2	1	-8	-2.6	-0.2	1.4
O=C(NCCc1ccccc1Cl)C1CCC(=O)N(Cc2ccc(Cl)cc2)C1 (stereo not given)	1	-0.9	-3	-0.7	0.1	-0.1	4	1	0.6	-3.5	0.8
COc1ccc(C2CC(=O)c3cnc(N4CCN(Cc5ccccc5)CC4)nc3C2)cc1 (stereo not given)	0	-1.6	-1	-1.6	-0.5	-0.5	1	4	-0.9	1.4	-0.9
Cc1ccc(-c2nnc(N3CCCCC3)c3ccccc23)cc1S(=O)(=O)N1CCN(C)CC1	-3	-1.5	-2	2.3	-0.2	1.5	1	-1	-2.5	-2.0	-0.9
Cc1ccc(C(=O)N2CCN(c3ccc([N+](=O)[O-])c(NCc4ccco4)c3)CC2)cc1	7	-1.3	6	-1.6	-0.3	-3.3	-1	17	-2.6	1.8	-0.6
O=C(Cn1c(NCCCO)nc2ccccc21)c1ccc(Br)cc1	2	-0.7	-4	-2.0	0.2	-2.6	-5	15	1.0	-1.0	0.3
O=C(O)Cn1ccc2ccccc21	1	0.9	0	-1.5	-0.3	1.2	6	0	5.7*	4.7	0.1
CC(C(=O)Nc1ccccc1)N1C(=O)c2ccccc2C1=O (stereo not given)	-4	-1.1	3	1.2	0.3	-0.9	-1	-9	0.7	2.2	-1.6
COc1ccc(C(=O)Cn2cnc3ccc(Cl)cc3c2=O)cc1F	-1	-1.3	-14	21*	0.0	2.2	-1	0	-2.3	0.9	-0.5
COc1ccc(C(=O)N2CCOC2CNC(=O)C(=O)NCc2ccc(C)cc2)cc1 (stereo not given)	0	-1.4	-2	-0.8	-0.1	-1.4	4	3	1.1	1.6	0.3
N#Cc1cnn2c(-c3cccc(C(F)(F)F)c3)ccnc12	-106	-0.9	2	-2.5	-0.3	-1.2	-6	-381	-1.1	1.8	.
N#C/C(=C\c1ccc(-c2cccc([N+](=O)[O-])c2)o1)c1nnc(N2CCOCC2)n1-c1ccccc1	-2	-2.2	19	-0.8	-1.1	-3.4	1	4	2.4	.	.
Cc1cc2cc(CNC(=O)Cc3ccc([N+](=O)[O-])cc3)ccc2[nH]1	-1	-0.8	4	-0.9	-0.8	-1.5	-2	-7	-1.2	1.1	2.5
CCCCc1cc(=O)oc2cc(C)cc(OCC(=O)Nc3ccccn3)c12	-59	0.2	-28	-1.8	1.4	15*	2	-186	3.5	3.4	1.1
CCn1cc(CNC(=O)c2ccc(C)s2)cn1	0	-0.2	2	-4.0	0.2	1.1	1	-5	-0.2	3.6	-0.8
CC(C)c1cccc(C(C)C)c1NC(=O)CN1CCCC1	0	-0.9	-3	-2.4	-0.1	1.5	0	-5	-1.0	1.4	2.1
COc1ccccc1NS(=O)(=O)c1ccc(NN=C2CCCCC2)c([N+](=O)[O-])c1	8	-2.0	-7	-0.9	-0.1	-1.0	-6	16	-2.9	-0.1	-1.2
Cc1cc(NC(=O)c2ccccc2Cl)ccc1NC(=O)c1ccccc1Cl	-5	0.0	4	2.4	-0.2	-0.8	1	2	-3.3	-0.9	-1.1
Cc1nc(C)c(-c2csc(Nc3ccc(C(=O)O)c(O)c3)n2)s1	-8	-1.3	-3	-1.9	0.0	-2.1	-3	-11	0.5	1.7	0.3
CCOc1cc(C2C(C#N)=C(N)SC(N)=C2C#N)ccc1OCCN1CCOCC1	-5	0.5	3	13*	0.6	-2.8	-1	-11	0.8	-1.1	-0.9
COc1ccccc1Cc1c(-c2cccc(Cl)c2)nc2ccc(Br)cn12	-4	-0.3	-8	0.0	3.0	6.7	3	-6	-0.2	.	.
COc1ccc(N2CCCN(CC(=O)Nc3ccc(Cl)c(Cl)c3)CC2)cc1	4	-1.2	-3	.	0.2	-1.8	-5	4	0.1	.	.
COc1cc(CNCc2cccnc2)ccc1OCC(=O)NC(C)(C)C	-2	-1.4	0	-0.9	0.8	-1.2	0	-7	-0.3	2.2	-0.8
FC(F)(F)c1ccccc1NC(=S)N1CCN(c2ncccn2)CC1	-3	-2.0	0	1.8	-0.8	-3.6	-1	-8	-2.8	-1.7	0.1
